H9c2 TAG inh: inhibitors of triacylglycerol accumulation | H9c2 cells, Nile Red lipid (TAG) fluorescence; cells loaded with 200 µM oleic acid | inhibition, % at 12.5 µM | 230,000 tested, 0.66% active | AID 651582;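 active means pattern-corrected inhibition of lipid staining of at least 50% with the nuclear-stain viability signal not falling by more than 50%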;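 further: 0% = DMSO wells and 100% = triacsin C control wells; some results filed as inactive read as strong as hits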
H9c2 TAG inh DAPI viability: second read-out of H9c2 TAG inh, no call of its own (marks repeat the call); DAPI nuclei signal change (viability), lower = more cytotoxic, %;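 whole-well DAPI fluorescence read on a plate reader as a viability signal; minus 50 percent equals half of cells still viable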
Active calls of the source: *; & = joins results of further samples. This is a subset (hit frequency here may not be typical).

SMILES | H9c2 TAG inh | H9c2 TAG inh DAPI viability
S=C(NCCCCc1ccccc1)NCc1ccccc1 | 3.4 | 6.5
COCCCNC(=S)NNC(=O)c1ccccn1 | -7.3 | -16.2
COC(=O)c1ccc(NC(=O)CSc2ccccn2)cc1 | 11.4 | -8.4
CCC(Sc1nccn1C)C(=O)Nc1cccc2ccccc12 (stereo not given) | -4.2 | -8.7
CCCCn1cnc(C(=O)OCC)c1N | -4.1 | 7.8
Cc1ccc2nc(NC(=O)c3ccc(-c4nc5ccccc5s4)s3)sc2c1 | 20.4 | 10.7
NC(c1csc(Nc2ncccn2)n1)C1CCCCC1 (stereo not given) | 8.7 | -1.6
Cc1ccc(C(C(=O)NC(C)(C)C)N(Cc2cccs2)C(=O)c2csnn2)cc1 (stereo not given) | 15.7 | 9.1
CCCOc1ccc(N2C(=O)CC(N(CCc3ccc(OC)c(OC)c3)C(=O)c3ccccc3)C2=O)cc1 (stereo not given) | 4.5 | 2.6
CC(Oc1ccc2oc3ccccc3c2c1)C(=O)NC12CC3CC(CC(C3)C1)C2 (stereo not given) | 8.8 | 6.1
CCOc1ccc(NC(=O)c2ccc(-n3cccn3)nc2)cc1 | 2.3 | -2.3
CCOc1cc(C(=S)N2CCCC2)ccc1OCC(=O)Nc1c(C)cc(C)cc1C | 31.6 | -5.0
Fc1ccc(NC(=S)N2CCc3[nH]c4ccccc4c3C2)cc1 | 6.8 | -1.2
CCc1ccccc1NC(=O)CCCN1C(=O)C2CC=CCC2C1=O (stereo not given) | 12.9 | -1.2
O=C(NCCCc1ccccc1)c1cccc(NC(=O)C2CCC2)c1 | 2.9 | 0.5
Cn1c(=O)n(C)c2cc(NS(=O)(=O)c3ccc(Cl)s3)ccc21 | 2.8 | 7.8
CC1CN(C(=O)c2ccc(-c3cccc(C(F)(F)F)c3)o2)CC(C)O1 (stereo not given) | -27.6 | 3.0
C=CCNC(=O)N1C2=NC(C(=O)OC)=C(C(=O)OC)[C@@H]3N(Cc4ccccc4)c4ccccc4[C@]23C[C@H]1C(=O)OC | 31.0 | -11.9
CCN(CC)P(=O)(Nc1cccc(C(F)(F)F)c1)c1ccc(N(C)C)cc1NC(=O)c1ccco1 (stereo not given) | 34.3 | 2.8
O=C(CSc1ccccn1)N1CCN(c2cccc(Cl)c2)CC1 | -5.3 | 6.8
CC(=NCCc1ccccc1)C1=C(O)COC1=O | -14.1 | -9.3
CCCNC(=O)Nc1ccc(C(F)(F)F)cc1 | -16.4 | 2.7
Cc1ccc(CN2C(=NC(=O)CCC(=O)O)SC3CS(=O)(=O)CC32)cc1 (stereo not given) | 0.8 | 7.5
O=C(CCN1C(=O)C2C3C=CC(C3)C2C1=O)Nc1ccc2ncccc2c1 (stereo not given) | -2.3 | -1.8
CCCCN(C(=O)c1[nH]c(C)c(C(=O)OCC)c1C)c1c(N)n(CCCC)c(=O)[nH]c1=O | -6.9 | -2.9

20 consecutive entries out of the list so far, quoted:
SMILES | H9c2 TAG inh | H9c2 TAG inh DAPI viability
Cc1ccc2nc(NC(=O)c3ccc(-c4nc5ccccc5s4)s3)sc2c1 | 20.4 | 10.7
NC(c1csc(Nc2ncccn2)n1)C1CCCCC1 (stereo not given) | 8.7 | -1.6
Cc1ccc(C(C(=O)NC(C)(C)C)N(Cc2cccs2)C(=O)c2csnn2)cc1 (stereo not given) | 15.7 | 9.1
CCCOc1ccc(N2C(=O)CC(N(CCc3ccc(OC)c(OC)c3)C(=O)c3ccccc3)C2=O)cc1 (stereo not given) | 4.5 | 2.6
CC(Oc1ccc2oc3ccccc3c2c1)C(=O)NC12CC3CC(CC(C3)C1)C2 (stereo not given) | 8.8 | 6.1
CCOc1ccc(NC(=O)c2ccc(-n3cccn3)nc2)cc1 | 2.3 | -2.3
CCOc1cc(C(=S)N2CCCC2)ccc1OCC(=O)Nc1c(C)cc(C)cc1C | 31.6 | -5.0
Fc1ccc(NC(=S)N2CCc3[nH]c4ccccc4c3C2)cc1 | 6.8 | -1.2
CCc1ccccc1NC(=O)CCCN1C(=O)C2CC=CCC2C1=O (stereo not given) | 12.9 | -1.2
O=C(NCCCc1ccccc1)c1cccc(NC(=O)C2CCC2)c1 | 2.9 | 0.5
Cn1c(=O)n(C)c2cc(NS(=O)(=O)c3ccc(Cl)s3)ccc21 | 2.8 | 7.8
CC1CN(C(=O)c2ccc(-c3cccc(C(F)(F)F)c3)o2)CC(C)O1 (stereo not given) | -27.6 | 3.0
C=CCNC(=O)N1C2=NC(C(=O)OC)=C(C(=O)OC)[C@@H]3N(Cc4ccccc4)c4ccccc4[C@]23C[C@H]1C(=O)OC | 31.0 | -11.9
CCN(CC)P(=O)(Nc1cccc(C(F)(F)F)c1)c1ccc(N(C)C)cc1NC(=O)c1ccco1 (stereo not given) | 34.3 | 2.8
O=C(CSc1ccccn1)N1CCN(c2cccc(Cl)c2)CC1 | -5.3 | 6.8
CC(=NCCc1ccccc1)C1=C(O)COC1=O | -14.1 | -9.3
CCCNC(=O)Nc1ccc(C(F)(F)F)cc1 | -16.4 | 2.7
Cc1ccc(CN2C(=NC(=O)CCC(=O)O)SC3CS(=O)(=O)CC32)cc1 (stereo not given) | 0.8 | 7.5
O=C(CCN1C(=O)C2C3C=CC(C3)C2C1=O)Nc1ccc2ncccc2c1 (stereo not given) | -2.3 | -1.8
CCCCN(C(=O)c1[nH]c(C)c(C(=O)OCC)c1C)c1c(N)n(CCCC)c(=O)[nH]c1=O | -6.9 | -2.9

Additional results follow.
SMILES | H9c2 TAG inh | H9c2 TAG inh DAPI viability
CC(C)CCn1c(S(=O)(=O)O)nc2ccccc21 | 9.5 | 8.3
COc1c(S(=O)(=O)N2CCN(c3ccc(F)cc3)CC2)ccc(Cl)c1Cl | -23.8 | 6.7
NC(=O)C1CCN(CC(=O)Nc2ccc3c(c2)OCCO3)CC1 | -12.1 | 0.4
Cc1cccc(C(O)c2ncc(-c3ccccc3F)[nH]2)c1C (stereo not given) | 5.1 | -6.3
Cc1nn(-c2ccccc2)nc1C(=O)OCC(=O)N1CCCCC1C (stereo not given) | -12.4 | -0.6
CCOC(=O)C1(CCOc2ccccc2)CCN(Cc2ccccc2O)CC1 | -7.8 | 0.6
COc1ccc(CNC(=O)COC(=O)c2ccccn2)cc1 | -1.4 | -6.1
CCC1(CC)NC(=O)N(CC(=O)Nc2ccc(OCc3ccccc3)cc2)C1=O | 11.8 | -2.3
O=C(NCCO)C(=O)c1c(-c2ccc(Cl)cc2)cc2ccccn12 | -18.5 | 1.2
CCOc1ccc(OCC)c(NC(=O)CN2CCN(c3cccc(C)c3)CC2)c1 | -197.5 | 3.3
Cc1ccc(C)c(C(O)c2ncc(-c3ccccc3F)[nH]2)c1 (stereo not given) | -14.5 | 2.6
Cn1c(N)c(S(=O)(=O)N2CCN(c3ccccc3Cl)CC2)c(=O)n(C)c1=O | -14.4 | 8.7
C=CCOc1cccn2c(N(C)C(=O)c3ccncc3)c(CC)nc12 | -8.8 | 12.2
COc1ccc(CNC(=O)CSc2ncnc3nc[nH]c23)cc1 | 2.0 | -4.9
c1ccc(CN2CCCC3(CCCN(Cc4nc(COc5ccccc5)no4)C3)C2)cc1 (stereo not given) | -34.9 | 22.2
COc1ccc(Cl)cc1C(=O)NNC(=S)NC1CCCCC1 | -4.1 | 3.7
O=C(Nc1ccc([N+](=O)[O-])cc1)N1CCCCCC1 | 4.8 | 0.7
Cc1ccc(C)c(-n2c(SCC(N)=O)nnc2-c2ccccn2)c1 | 15.9 | -7.6
Cc1ccc(CNC(=O)COC(=O)c2ccc(Br)o2)cc1 | 4.1 | 0.4
Cc1nc(NCCCN2CCOCC2)c2cnn(-c3ccccc3)c2n1 | -0.6 | -0.5
Cc1cccc(C2c3[nH]c4ccccc4c3CCN2C(=O)Cc2nc(-c3ccccc3)n[nH]2)n1 (stereo not given) | 16.0 | -4.4
Cc1ccsc1C(=O)OCC(=O)N1CCN(C(=O)c2ccco2)CC1 | 1.8 | 3.4
OC(COc1ccc2c(c1)OCO2)CN1CCN(c2ccccc2)CC1 (stereo not given) | -9.6 | 2.1
CC(NC(=O)c1ccccc1)C(=O)OCn1nnc2ccccc2c1=O (stereo not given) | 8.2 | -5.4
CC(NC(N)=O)C(=O)NCC(=O)OCc1ccccc1 (stereo not given) | 1.2 | -8.8
SMILES | H9c2 TAG inh | H9c2 TAG inh DAPI viability
Cc1ccc(C2=NOC(=O)/C2=C\C=C\c2ccccc2)cc1 | 12.4 | -19.8
CCCCn1c(N)c(N(CCOC)C(=O)CCN2C(=O)C3CC=CCC3C2=O)c(=O)[nH]c1=O (stereo not given) | 2.2 | 10.9
CC(C)[C@H](NC(=O)c1ccccc1)C(=O)NC1=NCCS1 | 12.6 | -1.6
COc1ccc(C(=O)OCC(=O)Nc2ccc(F)c(F)c2)cc1OC | 10.7 | 5.8
NC(=O)c1cccc(S(=O)(=O)N2CC(c3ccccc3)CC2=O)c1 (stereo not given) | -17.5 | 1.1
COc1ccccc1Nc1nc(N)nc(CN2CCOCC2)n1 | -6.6 | 12.0
Cc1ccc(S(=O)(=O)N2CCOCC2)cc1NC(=O)CNCc1ccccn1 | -3.9 | -1.4
O=C(COC(=O)CCN1C(=O)/C(=C\C=C\c2ccccc2)SC1=S)Nc1ccc(Br)cc1 | -11.4 | 5.7
O=C(COC(=O)c1cc(S(=O)(=O)N2CCOCC2)c(Cl)cc1Cl)Nc1ncc(C(F)(F)F)cc1Cl | 2.7 | 7.3
O=C(NCc1ccc(F)c(F)c1)C1Cc2c(-c3ccc4c(c3)OCO4)ccnc2O1 (stereo not given) | 18.6 | -19.3
Cc1ccc(OCCNC(=O)c2cc(C3CC3)nc3c2cnn3C(C)C)cc1 | -7.7 | -9.8
COc1cc(SC)ccc1C(=O)OCc1nc2ccsc2c(=O)[nH]1 | 0.4 | -4.5
CC(CCC(=O)O)C1CCC2C3C(O)CC4CC(O)CCC4(C)C3CC(O)C12C (stereo not given) | -9.3&5.2 | 9.8&-1.0
CC1CCCCC12NC(=O)N(Cn1nnc3ccccc3c1=O)C2=O (stereo not given) | 7.2 | 1.9
CC(C)c1nc(SCC(=O)NC2CCCC2)c2c(=O)n(C)c(=O)n(C)c2n1 | 8.4 | -2.9
O=C(CCl)N1CCN(S(=O)(=O)Cc2ccccc2)CC1 | 28.9 | -16.9
CC1CC(C)(C)C2=NCCN21 (stereo not given) | -21.0 | 2.1
COC(=O)CNC(=O)c1cccs1 | -4.9 | 5.6
N#CN1CCC(NS(=O)(=O)c2ccc(C(F)(F)F)cc2)CC1 | 12.0 | 5.1
CCOC(=O)c1cc(C#N)c(SCC(N)=O)[nH]c1=O | 0.2 | -8.5
O=C(NNC(=O)c1cc(OCC(F)(F)F)ccc1OCC(F)(F)F)c1ccc(Cl)c(Cl)c1 | 3.6 | 7.0
CCOC(=O)c1ccc(NC(=O)C(=O)NCC2CCCO2)cc1 (stereo not given) | 4.4 | 13.2
CN(C)c1cccc(C(=O)OCCNC(=O)c2cccc(S(=O)(=O)N3CCOCC3)c2)c1 | -23.0 | 10.9
O=c1[nH]c2cc(NCCO)c([N+](=O)[O-])cc2[nH]1 | -1.9 | -1.7
CCC(=O)Nc1nc(C)c(-c2csc(Nc3ccccn3)n2)s1 | 8.3 | -3.9
SMILES | H9c2 TAG inh | H9c2 TAG inh DAPI viability
NS(=O)(=O)c1ccc(CNC(=O)/C=C/c2c(F)cccc2Cl)cc1 | 6.6 | -11.4
CCC(Sc1nncn1C)C(=O)Nc1nnc(-c2ccc(Cl)cc2)s1 (stereo not given) | 7.7 | -2.2
O=C(O)c1cnn2c(C(F)(F)F)cc(-c3ccccc3)nc12 | 4.1 | 8.1
O=C(NC1=NCCS1)c1cc(-c2cccs2)nc2ccccc12 | 8.4 | 21.2
CCc1ccc(NC(=O)CSc2nnc(C)c(=O)n2N)cc1 | 28.9 | 6.6
CCC(=O)Nn1c(C)nnc1C | -25.5 | 5.4
Cc1c(NC(=O)C(C)OC(=O)c2cc(Cl)ccc2O)c(=O)n(-c2ccccc2)n1C (stereo not given) | 16.8 | -6.5
COc1ccc(C(=S)N2CCN(c3cccc(Cl)c3)CC2)c(OC)c1 | 6.5 | -16.6
COc1ccc(N2CC(C(=O)NCc3ccco3)CC2=O)cc1 (stereo not given) | -1.1 | 4.8
COc1cccc(C(C)(O)c2nc(-c3cc4ccccc4o3)cs2)c1 (stereo not given) | 10.2 | -3.8
COc1ccc(OC)c(S(=O)(=O)N2CCN(C(=O)c3cc(C4CC4)nn3-c3ccccc3)CC2)c1 | -2.2 | 1.3
COc1ccc(C(=O)OCCN2CCOCC2)cc1OC | -19.4 | -1.1
O=C1C(=Cc2ccccc2O)SC(=S)N1CCCN1CCOCC1 | 8.8 | 0.2
CCOc1ccc(Nc2nc(NCc3ccco3)nc(N)c2[N+](=O)[O-])cc1 | -2.1 | 3.1
CCn1c(Cc2ccc(OC)cc2)nnc1SCc1nc2ccccc2c(=O)[nH]1 | 5.5 | 10.4
O=C(CSc1n[nH]c(=O)n1-c1ccc2c(c1)OCCO2)Nc1ccccc1 | 2.8 | 8.3
COC(=O)COc1cccc(-n2cnnn2)c1 | 7.6 | -10.0
C=CCN1CCN(C(CC(C)C)c2nnnn2CCOC)CC1 (stereo not given) | 8.5 | -1.9
Cc1cccn2c(CNCCc3ccco3)c(C(=O)N3CCOCC3)nc12 | -9.3 | -1.3
O=C(NNC(=O)c1cc([N+](=O)[O-])ccc1Cl)c1cccnc1 | -20.8 | 2.8
CCCC(NC(=O)C(C)N1CCN(S(=O)(=O)c2ccccc2)CC1)c1ccccc1 (stereo not given) | -12.0 | 2.2
CCc1ccc(CN2CCC(n3nccc3NC(=O)Cc3ccccc3)CC2)o1 | 0.6 | 4.5
